Source: PubChem BioAssay (The Scripps Research Institute Molecular Screening Center)
PAD4 inh – human PAD4 inhibitors, primary screen, biochemical, fluorescence polarization, 1536-well format. recombinant PAD4, RCA probe fluorescence polarization. inhibition, % at 6.36 µM. 330,000 compounds, 0.41% hits. AID 485272, 2010;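 active means percent inhibition above a cutoff equal to the mean of all tested compounds plus 3 SD, cut at about 15% in these data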;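 further: 0% = PAD4 with RCA probe and DMSO and 100% = probe without PAD4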
PAFAH1B3 FP inh – PAFAH1B3 enzyme inhibitors, primary screen, biochemical, fluorescence polarization, human | Platelet-activating factor acetylhydrolase IB subunit alpha1 (Homo sapiens), Q15102 | inhibition, % at 3.39 µM | AID 492972, 2010 | 340,000 compounds, 0.28% hits | recombinant PAFAH1B3, FP-rhodamine probe;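 active means inhibition above the screen-wide average of all tested compounds plus 3 SD, cut at about 25% in these data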;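 further: 0% = enzyme with DMSO only and 100% = wells lacking PAFAH1B3 protein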
LYPLA2 inh – LYPLA2 inhibitors, primary screen, counter-screen for PME1 inhibitor project, biochemical, fluorescence polarization, FP-Rh probe ABPP. recombinant LYPLA2. inhibition, % at 5.9 µM. 320,000 compounds, 0.38% hits;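 active means inhibition above the screen-wide mean plus 3 SD, limit set per campaign, cut at about 26% in these data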;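 further: 0% = LYPLA2 with DMSO and 100% = wells lacking LYPLA2 enzyme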
LYPLA1 inh – LYPLA1 inhibitors, primary screen, counter-screen for PME1 inhibitor project, biochemical, fluorescence polarization, FP-Rh probe ABPP; 320,000 compounds, 0.16% hits; recombinant LYPLA1; inhibition, % at 5.9 µM; Acyl-protein thioesterase 1 (Homo sapiens), O75608; AID 2174, 2009;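 active means inhibition above the mean of all tested compounds plus 3 SD, set per campaign, cut at about 14% in these data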;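 further: inhibitors block serine hydrolase probe labeling of LYPLA1 so polarization falls; 0% = enzyme with DMSO and 100% = wells lacking LYPLA1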
GSTO1 counter – inhibitors of recombinant GSTO1, primary screen, counter-screen for RBBP9 inhibitor project, biochemical, fluorescence polarization | Glutathione S-transferase omega-1 (Homo sapiens), P78417 | activity-based probe fluorescence polarization | inhibition, % at 5.96 µM | 300,000 compounds, 1.1% hits | AID 1974, 2009;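 active means inhibition above the campaign mean inhibition plus 3 SD, cut at about 35% in these data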;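 further: 0% = GSTO1-1 with DMSO and 100% = wells lacking GSTO1-1 enzyme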
PREPL inh – PREPL enzyme inhibitors, primary screen, biochemical, fluorescence polarization; Prolyl endopeptidase-like (Homo sapiens), Q4J6C6; recombinant PREPL, fluorescence polarization activity-based probe; inhibition, % at 5.96 µM; 320,000 compounds, 0.68% hits; AID 2751, 2010; in the data active means inhibition above about 43%;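 further: 0% = enzyme with DMSO and 100% = wells lacking enzyme; many of its hits are not listed in these tables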
Target sequence (Q4J6C6 whole entry, looked up): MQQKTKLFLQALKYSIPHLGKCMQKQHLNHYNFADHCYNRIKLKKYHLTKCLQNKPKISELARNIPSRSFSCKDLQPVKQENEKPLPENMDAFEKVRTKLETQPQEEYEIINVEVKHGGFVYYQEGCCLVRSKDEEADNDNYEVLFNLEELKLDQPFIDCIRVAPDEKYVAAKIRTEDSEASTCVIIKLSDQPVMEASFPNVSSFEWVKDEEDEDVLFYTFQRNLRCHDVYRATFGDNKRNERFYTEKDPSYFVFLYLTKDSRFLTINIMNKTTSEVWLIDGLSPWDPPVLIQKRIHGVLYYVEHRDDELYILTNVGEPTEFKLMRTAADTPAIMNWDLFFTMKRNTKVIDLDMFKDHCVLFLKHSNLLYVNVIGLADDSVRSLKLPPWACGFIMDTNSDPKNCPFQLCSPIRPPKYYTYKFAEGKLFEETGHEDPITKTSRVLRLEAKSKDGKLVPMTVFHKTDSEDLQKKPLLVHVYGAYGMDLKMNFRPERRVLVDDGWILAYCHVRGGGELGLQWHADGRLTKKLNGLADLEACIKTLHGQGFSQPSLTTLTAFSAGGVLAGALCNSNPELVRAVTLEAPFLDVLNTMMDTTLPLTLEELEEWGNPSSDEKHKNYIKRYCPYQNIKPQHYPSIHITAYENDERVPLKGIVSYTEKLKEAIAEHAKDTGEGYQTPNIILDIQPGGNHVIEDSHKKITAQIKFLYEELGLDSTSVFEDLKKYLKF
pPAFAH inh – pPAFAH enzyme inhibitors, primary screen, biochemical, fluorescence polarization, human | recombinant pPAFAH, FP-rhodamine probe fluorescence polarization | inhibition, % at 3.39 µM | 330,000 compounds, 1.5% hits | AID 463082, 2010;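 active means inhibition above the mean inhibition across the screen plus 3 SD, cut at about 25% in these data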;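 further: inhibitors block binding of the rhodamine activity-based probe so polarization drops; 0% = enzyme with DMSO and 100% = wells lacking pPAFAH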
PAFAH1B2 FP inh – PAFAH1B2 enzyme inhibitors, primary screen, biochemical, fluorescence polarization, human | recombinant PAFAH1B2, FP-rhodamine activity probe | 340,000 compounds, 1.2% hits | inhibition, % at 3.39 µM | Platelet-activating factor acetylhydrolase IB subunit alpha2 (Homo sapiens), P68402;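 active means inhibition above the mean of all tested compounds plus 3 SD, cut at about 24% in these data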;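 further: 0% = enzyme with DMSO and 100% = wells lacking PAFAH1B2; many of its hits are not listed in these tables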
PME-1 inh – PME-1 inhibitors via competitive probe labeling, primary screen, biochemical, fluorescence polarization, FP-Rh probe, HTS | Protein phosphatase methylesterase 1 (Homo sapiens), Q9Y570 | recombinant PME-1 | inhibition, % at 5.9 µM | 320,000 compounds, 0.53% hits;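 active means inhibition above the campaign mean of all compounds plus 3 SD, cut at about 26% in these data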;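 further: competitive labeling of PME-1 active site by serine hydrolase directed probe; 0% = PME-1 with DMSO and 100% = wells lacking PME-1 enzyme; inhibitors block probe labeling so polarization falls and inhibition rises; many of its hits are not listed in these tables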
Target sequence (Q9Y570 whole entry, looked up): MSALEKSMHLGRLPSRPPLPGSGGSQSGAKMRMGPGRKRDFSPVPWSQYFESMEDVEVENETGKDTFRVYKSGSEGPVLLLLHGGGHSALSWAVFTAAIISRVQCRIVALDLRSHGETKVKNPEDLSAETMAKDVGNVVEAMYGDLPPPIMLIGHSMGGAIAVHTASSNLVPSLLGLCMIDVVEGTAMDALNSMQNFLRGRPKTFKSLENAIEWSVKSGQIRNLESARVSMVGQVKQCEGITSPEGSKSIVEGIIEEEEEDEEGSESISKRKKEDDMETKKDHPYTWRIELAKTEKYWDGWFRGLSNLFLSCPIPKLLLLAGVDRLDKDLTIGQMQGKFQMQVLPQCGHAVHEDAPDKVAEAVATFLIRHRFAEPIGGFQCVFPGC
* = called active by the depositor; . = not tested or not shown.

SMILES	PAD4 inh	PAFAH1B3 FP inh	LYPLA2 inh	LYPLA1 inh	GSTO1 counter	PREPL inh	pPAFAH inh	PAFAH1B2 FP inh	PME-1 inh
CSc1nc(Nc2ccc(Cl)cc2)c(C#N)c(=O)[nH]1	0	6	1	1	1	1	-2	5	10
CCn1cc(CN2CCC(n3nccc3NC(=O)Cc3ccccc3)CC2)c(C)n1	1	7	-9	-5	4	2	0	-5	4
COc1cc(/C=N/NC(=O)c2cc3c(ccc4ccccc43)o2)cc(OC)c1O	2	11	3	-2	-1	23	13	8	34*
Cc1ccccc1NC(=O)c1nnn(-c2ccc3c(c2)OCCO3)c1N	-2	2	0	-1	-2	1	3	1	3
Cc1ccc(S(=O)(=O)c2nnn3c2nc(NCCCN2CCCC2=O)c2ccccc23)cc1C	-4	0	-13	-4	-29	-12	0	3	4
O=C(Cn1ccc([N+](=O)[O-])n1)c1ccccc1	2	9	1	-1	10	16	-2	0	2
COc1ccc2oc(C(=O)OCC(=O)N3CCCCC3C)c(C)c2c1 (stereo unspecified)	-2	-2	.	.	.	14	3	1	.
CC(C)(C)NC(=O)NC(=O)COC(=O)C1CCN(S(=O)(=O)c2cccs2)CC1	3	5	-4	2	.	8	10	5	12
Cc1ccc(C(=O)N2N=C(c3ccc(NS(C)(=O)=O)cc3)CC2c2cccs2)cc1 (stereo unspecified)	0	-2	6	-4	-5	-5	2	2	5
CC1CN(c2nc3c(c(=O)[nH]c(=O)n3C)n2Cc2ccccc2F)CC(C)O1 (stereo unspecified)	0	0	5	-4	5	7	5	5	3
NC(=O)c1ccc(C(F)(F)F)n(Cc2ccc(Cl)cc2)c1=O	6	9	7	-3	8	8	9	1	1
CCCN1C(=O)S/C(=C\c2ccc(N3CCOCC3)o2)C1=O	-2	-16	-7	-1	-3	4	2	-9	-8
Cc1ccc(C(=O)ON=C2CCN(S(=O)(=O)c3ccccc3)CC2)cc1	-3	3	18	-1	2	7	14	1	1
Cc1ccc(N2CCN(c3ccc(C)cc3)C2c2ccncc2)cc1	-8	6	12	1	6	13	0	4	-1
O=C(NNc1ccc([N+](=O)[O-])cc1)C12CC3CC(CC(C3)C1)C2	0	2	-1	3	5	15	2	22	-2
O=C(N/N=C/c1oc(O)c2ccccc12)c1ccccc1O	-4	12	0	-3	17	4	5	4	-1
CN(C)C(=O)c1c(C(F)(F)F)nn(C)c1Cl	1	0	0	0	0	1	4	5	3
COc1ccc(CCN(C)Cc2ccc(C(=O)Nc3ccccc3)cc2)cc1OC	-7	5	10	5	-5	7	-1	3	8
COc1ccc(N(CC(=O)N/N=C/c2ccc(OC)cc2OC)S(=O)(=O)c2ccccc2)cc1	-1	10	5	7	-9	-4	9	1	-5
Nc1nc(NCc2ccco2)nc(N2CCCC2)c1[N+](=O)[O-]	0	7	4	-2	0	2	7	3	2
COc1ccc(N2CCN(Cc3nc(Cc4cccc(F)c4)no3)C(C)C2)cc1 (stereo unspecified)	0	7	4	0	14	1	3	1	2
COc1cc(C2CC(c3cccs3)=NN2C(=O)CCl)ccc1OC(F)F (stereo unspecified)	2	8	1	-2	94*	15	4	-1	-1
CC(C)COc1ncnc2c1sc1nc3c(cc12)COC(C)(C)C3	3	.	-3	-1	4	-6	5	.	2
O=C(COC(=O)c1ccc([N+](=O)[O-])s1)Nc1ccc(Cl)cn1	-15	24	5	-2	30	16	20	11	3
CN1CCN(/N=C/c2ccc(-c3ccc([N+](=O)[O-])cc3)o2)CC1	2	9	-3	-1	4	23	4	10	3
COc1ccc(N2C(=O)CC3(CCCC3)CC2=O)cc1	2	-1	7	-1	1	0	3	-3	3
COCc1nc(-c2ccc(-c3ccccc3)nc2OC)no1	-6	1	8	1	2	-2	26*	0	5
COCCCn1c(C)cc(C(=O)CN2c3cccc4cccc(c34)S2(=O)=O)c1C	1	1	19	-1	.	2	2	2	1
O=C(c1cc2ncc(Br)cn2n1)N1CCOCC1	-1	6	-6	-3	7	5	2	3	-2
CN(C1CCCCC1)S(=O)(=O)c1ccc2c(c1)c(=O)c(C(=O)N1CCc3ccccc3C1)cn2C	5	11	2	2	-2	1	0	6	6
COc1ccc(-c2cc(C(F)F)n3ncc(C(=O)Nc4ccc(C(=O)N5CCOCC5)cc4)c3n2)cc1	-7	7	3	0	2	3	2	10	-3
C/C(=N\NC(=O)CSCc1ccc([N+](=O)[O-])cc1)c1ccccc1	-2	4	3	0	-3	-4	2	-7	0
CCc1nnc(NC(=O)CN2CCN(c3ccccc3F)CC2)s1	-1	9	-7	-4	10	0	3	9	2
Cc1ccccc1Nc1ncnc2c1cnn2C	-6	0	2	4	6	2	7	5	0
CN(C)/C=C1/N=C(c2ccccc2)OC1=O	-3	3	-1	0	1	5	-2	1	1
CCOc1ccc(N/C=C/C(=O)c2ccc(OC)cc2)c([N+](=O)[O-])c1	-1	9	3	3	-1	13	-1	0	10
COc1ccc(NC(=O)CSc2nnc(Cc3cccn3C)n2CCc2ccccc2)c(OC)c1	0	5	-1	-4	-4	35	-6	1	-2
O=C(NCc1cccc(F)c1)c1cccc2c1C(=O)c1ccc(N3CCC(Cc4ccccc4)CC3)cc1S2(=O)=O	-20	-16	.	.	.	5	-4	-10	.
O=c1cc(C(F)(F)F)[nH]c2ccc(OC(F)(F)F)cc12	4	.	2	0	-13	2	1	.	4
CCOC(=O)c1nc(C)n(-c2cc(OC)c(Cl)cc2Cl)n1	-6	4	-6	1	1	12	7	4	-1
O=C(NC1CCCCCC1)C1C2C=CC3(CN(Cc4cccnc4)C(=O)C13)O2 (stereo unspecified)	0	6	0	0	-3	-2	4	6	0
CCC(=O)c1ccc(OCC(=O)OCC(=O)c2cc(C)n(C3CC3)c2C)cc1	-2	2	3	2	0	4	10	0	-1
N#CC1=C(N)Oc2n[nH]c(-c3cccs3)c2C1c1ccsc1 (stereo unspecified)	17*	8	-2	-3	21	14	38*	10	6
O=[N+]([O-])c1cc(C(F)(F)F)c(Cl)cc1N1CCN(CCO)CC1	-1	3	6	-1	6	-1	7	2	-3
O=C(C[n+]1cccc(Br)c1)c1cccs1	-5	2	-3	-2	3	16	3	2	-3
Cc1cc(C(=O)COc2cccnc2[N+](=O)[O-])c(C)n1Cc1ccco1	-2	-3	7	3	12	5	4	1	2
O=C1S/C(=C\c2ccc(Cl)cc2)C(=O)N1CCn1cnnn1	4	11	1	2	18	9	-1	3	1
COc1ccc2c(c1)c(=O)c(C(=O)c1ccc(Cl)cc1)cn2CC(=O)Nc1ccc(F)cc1	0	-6	-6	-3	-1	13	-7	-3	-9
Cc1cccc(C(C)(C)C)c1OCCOCCN1CCCC1	-5	1	5	5	-1	2	3	6	-2
CC(=O)OCC(=O)[C@@]12OC3(CCCC3)O[C@@H]1C[C@H]1[C@@H]3CCC4=CC(=O)C=C[C@]4(C)[C@@]3(F)[C@@H](O)C[C@@]12C	-3	-1	-1	-1	5	-7	5	-1	-4
Cc1cc(C)n2nc(SCC(=O)N(CCC#N)c3ccc(F)cc3)nc2n1	-1	5	0	-1	.	12	0	3	8
COC(=O)C1CCN(C(=O)Nc2ccccc2)CC1	-5	-1	7	-1	5	-1	6	6	2
Cc1nnc(N/N=C/c2ccccc2F)n1N	31*	-2	-7	-4	6	7	0	0	3
Cc1nnc(Sc2c(N)n(C)c(=O)n(C)c2=O)s1	3	8	-2	7	3	-6	-3	2	2
CC(C)C1CC(=O)NC(SCC(=O)Nc2ccc(Br)cc2)=C1C#N (stereo unspecified)	-2	3	-6	-3	3	10	0	0	0
CCN(C(=O)c1cc2c(=O)[nH]c3ccc(C)cc3c2s1)c1ccc(F)cc1	2	1	3	-2	2	-8	0	3	2
N#CC1=C(N)SC2(CCCCC2)SC1c1ccccc1 (stereo unspecified)	4	15	-5	5	16	4	5	4	-2
CC(C)=NNC(=O)CN1C(=O)NC2NC(=O)NC21 (stereo unspecified)	2	4	3	3	8	0	4	5	2
O=C(CCc1nc2ccccc2[nH]1)Nc1ccccc1	4	3	5	4	-3	-3	7	3	-4
CCOC(=O)N1CCC(NC(=O)C(Cc2ccccc2)NC(=O)C2CCCCC2)CC1 (stereo unspecified)	2	6	-2	-5	9	-7	1	2	-4

Exported bar-delimited: part of the list above
SMILES | PAD4 inh | PAFAH1B3 FP inh | LYPLA2 inh | LYPLA1 inh | GSTO1 counter | PREPL inh | pPAFAH inh | PAFAH1B2 FP inh | PME-1 inh
O=C(NNc1ccc([N+](=O)[O-])cc1)C12CC3CC(CC(C3)C1)C2 | 0 | 2 | -1 | 3 | 5 | 15 | 2 | 22 | -2
O=C(N/N=C/c1oc(O)c2ccccc12)c1ccccc1O | -4 | 12 | 0 | -3 | 17 | 4 | 5 | 4 | -1
CN(C)C(=O)c1c(C(F)(F)F)nn(C)c1Cl | 1 | 0 | 0 | 0 | 0 | 1 | 4 | 5 | 3
COc1ccc(CCN(C)Cc2ccc(C(=O)Nc3ccccc3)cc2)cc1OC | -7 | 5 | 10 | 5 | -5 | 7 | -1 | 3 | 8

Remaining list, next part
SMILES	PAD4 inh	PAFAH1B3 FP inh	LYPLA2 inh	LYPLA1 inh	GSTO1 counter	PREPL inh	pPAFAH inh	PAFAH1B2 FP inh	PME-1 inh
CCOC(=O)c1c(CSc2ccc(CC)cc2)oc2ccc(O)c(CN(C)C)c12	-4	3	2	0	-1	17	-1	-6	-7
CC(=O)N1c2ccccc2C(=O)OC1c1cccnc1 (stereo unspecified)	-8	9	4	4	2	13	-1	1	9
CCCOc1ccc(CNC(=O)CCC(=O)n2ncc3cc(C)ccc32)cc1	6	4	3	1	1	0	-5	2	-11
CCc1nc(N2CCN(C(=O)c3ccco3)CC2)c(C#N)c2c1COC(C)(C)C2	-4	5	12	5	-1	8	6	2	-1
C=CCc1ccc(OCCCOc2ccc(C)c(C)c2)c(OC)c1	0	-4	-1	0	-5	-2	6	4	1
Cc1ccc(S(=O)(=O)N[C@H](C(=O)OCn2nnc3ccccc3c2=O)C(C)C)cc1	1	2	12	-4	-3	10	0	5	-4
O=C1NCCN(Cc2ccoc2)C1CC(=O)N(CCO)Cc1ccccc1 (stereo unspecified)	0	6	-2	0	-2	4	3	0	3
Cc1cccc(C2=NOC(=O)/C2=C\c2ccccc2F)c1	2	6	2	2	.	3	1	2	-2
Cc1cc(C)nc(-n2nc(C)cc2NC(=O)COC(=O)CCC(=O)c2cccs2)n1	-4	11	5	2	8	1	-1	4	-1
Cc1ccc(NC(=O)CN2CCc3cc4c(cc3C2C)OCCCO4)cc1C (stereo unspecified)	-2	7	-3	-1	3	3	0	3	9
CSCCC(NC(=O)COc1ccccc1)C(=O)N1CCN(c2ccccc2Cl)CC1 (stereo unspecified)	-6	1	1	0	4	-2	-1	4	-2

These rows are one share of the data; the hit share may differ from the screen's.
